# Bim-Bfl-1 – inhibitors of Bim-Bfl-1 interaction, human. Q16548. Bead-based flow cytometry, Bim-Bfl-1 binding inhibition. inhibition, % at 10 µM. actives 0.12% (n = 190,000). AID 1008;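 note: 0% = wells without compound plus tracer and 100% = blocker peptide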
# RGS8-Gao reg – regulators of human RGS8-Galphao interaction; P09471; multiplexed bead flow cytometry, RGS8-Galphao binding; actives lie on both sides; response (percent of control binding), % at 10 µM; actives 0.34% (n = 220,000); in the data active = response below about 60% or above about 140%; inactive = in between;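 note: Galphao activated as the GDP aluminium fluoride complex binding bead-coupled RGS8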
# Target sequence (P09471 whole entry, looked up): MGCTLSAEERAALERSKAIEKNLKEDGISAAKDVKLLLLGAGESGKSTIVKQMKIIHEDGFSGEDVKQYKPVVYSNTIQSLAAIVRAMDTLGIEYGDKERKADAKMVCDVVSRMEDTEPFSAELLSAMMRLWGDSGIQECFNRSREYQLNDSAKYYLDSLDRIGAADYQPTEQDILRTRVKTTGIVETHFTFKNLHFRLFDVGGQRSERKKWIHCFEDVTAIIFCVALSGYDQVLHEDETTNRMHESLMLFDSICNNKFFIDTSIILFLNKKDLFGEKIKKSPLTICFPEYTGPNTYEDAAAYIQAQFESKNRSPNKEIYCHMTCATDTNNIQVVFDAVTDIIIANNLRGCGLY
# Bcl-XL Bim block – inhibitors of Bim-Bcl-XL interaction, human; Q07817; Bim peptide-Bcl-XL binding, bead flow cytometry, fluorescence; inhibition, % at 10 µM; actives 0.04% (n = 190,000); AID 1007
# Target sequence (Q07817 whole entry, looked up): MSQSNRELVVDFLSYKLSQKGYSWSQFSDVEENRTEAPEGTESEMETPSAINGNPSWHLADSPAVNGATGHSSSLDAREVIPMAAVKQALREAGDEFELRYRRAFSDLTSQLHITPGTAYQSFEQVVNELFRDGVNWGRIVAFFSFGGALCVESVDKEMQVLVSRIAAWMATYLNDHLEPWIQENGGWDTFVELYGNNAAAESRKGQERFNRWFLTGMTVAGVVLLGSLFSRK
# Mcl-1 Bim block – disrupts Bim peptide binding to human Mcl-1 | inhibition, % at 10 µM | Q07820 | actives 0.1% (n = 190,000) | Bead-based flow cytometry, Bim peptide-Mcl-1 binding | AID 1009;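 note: 0% = no compound tracer wells and 100% = peptide blocker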
# Target sequence (Q07820 whole entry, looked up): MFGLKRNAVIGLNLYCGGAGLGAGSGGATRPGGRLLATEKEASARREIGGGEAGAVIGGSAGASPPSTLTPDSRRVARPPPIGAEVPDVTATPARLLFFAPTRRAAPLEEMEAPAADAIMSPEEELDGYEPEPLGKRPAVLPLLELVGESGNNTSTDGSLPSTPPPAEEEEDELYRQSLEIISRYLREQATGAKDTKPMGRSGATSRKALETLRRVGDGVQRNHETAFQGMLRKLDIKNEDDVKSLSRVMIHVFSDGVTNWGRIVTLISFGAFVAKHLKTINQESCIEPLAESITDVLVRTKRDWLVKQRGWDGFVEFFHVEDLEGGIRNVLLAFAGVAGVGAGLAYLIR
# Bcl-2 Bim block – human Bim-Bcl-2 interaction inhibition. Bead-based flow cytometry, Bim peptide-Bcl-2 binding. AID 950. P10415. inhibition, % at 10 µM. actives 0.06% (n = 190,000); in the data active = inhibition above about 40%; inconclusive = no clear call, values can overlap the other calls;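 note: 0% = no compound wells with probe peptide and 100% = reference peptide inhibitor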
# Bim-Bcl-W – human Bim-Bcl-W interaction inhibition | Q92843 | bead-based flow cytometry, Bim peptide-Bcl-W binding | inhibition, % at 10 µM | actives 0.02% (n = 190,000);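 note: 0% = bound tracer without compound and 100% = peptide blocker; higher means less fluorescent Bim peptide bound to Bcl-W beads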
# Mcl1-Noxa inh – Mcl-1/Noxa interaction inhibition; Q07820; TR-FRET Mcl-1/Noxa peptide binding, 2 h; inhibition, % at 21.7 µM; actives 1.5% (n = 220,000); AID 1022;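 active = compounds that cut the protein-peptide binding signal by more than 50% relative to plate controls in a single-dose test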;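 note: His-tagged Mcl-1 with rhodamine Noxa BH3 peptide and terbium anti-His antibody; 0% = Mcl-1 plus Noxa peptide wells and 100% = peptide-only wells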
# Bim-Bcl-B – disrupts Bim peptide binding to human Bcl-B | inhibition, % at 10 µM | Q9HD36 | actives 0.073% (n = 190,000) | bead-based flow cytometry;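 note: 0% = tracer peptide without compound and 100% = reference inhibitor peptide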
# RGS7-Gao reg – modulates binding of RGS7 to human Galphao; P09471; binding response (% of control), % at 10 µM; actives 0.35% (n = 220,000); Multiplexed bead flow cytometry; actives lie on both sides; in the data active = binding response below about 49% or above about 150%; inconclusive = no clear call, values can overlap the other calls; inactive = in between;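 note: fluorescent Galphao held in activated GDP-AlF4 state binding bead-coupled RGS7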
# RGS4-Gao reg – modulates binding of RGS4 to human Galphao; Multiplexed bead flow cytometry; actives lie on both sides; binding response (% of control), % at 10 µM; actives 0.33% (n = 220,000); AID 1415; in the data active = binding response below about 49% or above about 150%; inactive = in between;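 note: fluorescent Galphao activated with aluminum fluoride binding bead-coupled RGS4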
# Mcl1-Bid inh – Mcl-1/Bid interaction inhibition; actives 0.97% (n = 220,000); inhibition, % at 21.7 µM; Q07820; TR-FRET Mcl-1/Bid-Dy647 peptide binding, 1536-well;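 active = compounds that cut the binding signal by more than half at the single screening dose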;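 note: His-tagged Mcl-1 with europium anti-His antibody binding Bid BH3 peptide; 0% = Mcl-1 plus peptide wells and 100% = peptide-only wells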
# An asterisk follows results filed as active; u = inconclusive; x = not tested or not shown; & = joins results of further samples. Cut-off read from the data, not from the text of the source, unless noted: active = inhibition above about 40%.
SMILES,Bim-Bfl-1,RGS8-Gao reg,Bcl-XL Bim block,Mcl-1 Bim block,Bcl-2 Bim block,Bim-Bcl-W,Mcl1-Noxa inh,Bim-Bcl-B,RGS7-Gao reg,RGS4-Gao reg,Mcl1-Bid inh
Cc1nc(NC(=O)/C=C/c2ccccc2)sc1C(=O)Nc1cccc(Cl)c1,-9,122,-4,-7,-5,-6,21,1,106,107,3
CC(=O)NC(c1ccc([N+](=O)[O-])cc1)c1c(O)ccc2ccccc12 (centres undefined),-2,99,-2,0,-4,-1,3,-5,90,98,-5
COc1ccc(CCN=C(NS(=O)(=O)c2ccc(Cl)cc2)c2ccccc2)cc1,-7,100,-3,-3,-5,0,14,-1,100,100,-9
CC(=O)NS(=O)(=O)c1ccc(NC(=O)c2ccc(-n3nc(C)cc3C)cc2)cc1,-1,100,2,0,0,1,7,-1,u,105,2
Cc1cc(C)nc(N2CCCC(C(=O)Nc3nc4ccc(S(C)(=O)=O)cc4s3)C2)n1 (centres undefined),-11,102,3,-3,-10,0,9,-12,99,97,-5
CC(C)C(NS(=O)(=O)c1cccs1)C(=O)N(C)Cc1ccccc1 (centres undefined),-15,100,-2,-5,-10,-4,x,-10,100,102,-4
CC(=O)Nc1ccc(S(=O)(=O)Nc2ccc(F)c([N+](=O)[O-])c2)cc1,-4,100,0,0,-2,0,-3,-3,98,102,-8
Cc1cc(C)nc(Nc2ccccc2Br)n1,3,99,6,2,-1,0,-10,1,93,97,1
O=C(CO/N=C/c1cccc([N+](=O)[O-])c1)NC1CCCCCC1,-1,101,-3,-1,2,-1,15,-9,100,98,11
NC(=O)C1(C(N)=O)OC1c1ccccc1 (centres undefined),x,98,x,x,x,x,24,x,u,97,-29
O=C(N/N=C/c1ccc(O)cc1)/C(=C/c1ccccc1)CCO,-4,100,0,0,-1,-4,12,-8,102,101,-18
Cc1nc2nc(SCc3ccc([N+](=O)[O-])cc3)[nH]c2cc1Br,x,97,x,x,x,x,-4,x,u,86,-9
COc1ccc2cc(C#N)c(Cl)nc2c1,-6,98,-3,-1,0,0,-2,-6,106,99,-30
Cc1cc(C(=O)CSc2nnc(-c3ccco3)o2)c(C)n1Cc1ccco1,-8,100,-20,-4,-6,-2,5,-5,92,94,21
O=C(N/N=C/c1ccc(Br)cc1)c1cc[n+](Cc2ccccc2)cc1,-4,97,-1,0,-4,-4,-3,-5,98,102,-40
Cc1ccc(S(=O)(=O)Nc2ccccc2C(N)=O)cc1,-3,101,-1,-6,-2,-2,-3,-4,99,98,11
O=C(O)CCC(=O)Nc1nc2nccc(-c3ccccc3)n2n1,x,97,x,x,x,x,4,x,u,93,-12
N=C1SCC(=O)N1c1ncc(Cc2ccccc2Cl)s1,-5,100,0,0,0,0,-17,-1,96,96,-35
CCC1(C)Cc2c(sc3nc(SC)[nH]c(=O)c23)CO1 (centres undefined),x,96,x,x,x,x,21,x,u,93,-11
O=C(O)c1cc(-c2ccccc2)nc2nc(N3CCCCC3)sc12,-4,97,-1,-1,0,0,22,-1,u,95,-13
COC(=O)c1nn(-c2ccccc2)c(Sc2ccc(Cl)cc2)c1/C=N/O,0,97,0,0,0,1,27,-1,99,100,4
CCN(CC)CCCNC(=O)Cn1ncn2cccc2c1=O,-1,101,3,-5,0,-1,2,-2,98,104,-17
O=C(c1ccc(S(=O)(=O)N2CCCCC2)cc1)N1CCCc2ccccc21,-11,101,-1,-3,-6,-2,-10,-6,100,97,3
O=[N+]([O-])c1ccc(Cl)c(/C=N/n2c(-c3ccncc3)n[nH]c2=S)c1,x,99,x,x,x,x,35,x,u,96,-59
CCCSc1nc2c(c(=O)[nH]c(=O)n2C)n1C,-18,100,-5,1,-8,0,-1,-9,96,98,-47

# By substructure, those above containing a Cl atom (six)
SMILES,Bim-Bfl-1,RGS8-Gao reg,Bcl-XL Bim block,Mcl-1 Bim block,Bcl-2 Bim block,Bim-Bcl-W,Mcl1-Noxa inh,Bim-Bcl-B,RGS7-Gao reg,RGS4-Gao reg,Mcl1-Bid inh
Cc1nc(NC(=O)/C=C/c2ccccc2)sc1C(=O)Nc1cccc(Cl)c1,-9,122,-4,-7,-5,-6,21,1,106,107,3
COc1ccc(CCN=C(NS(=O)(=O)c2ccc(Cl)cc2)c2ccccc2)cc1,-7,100,-3,-3,-5,0,14,-1,100,100,-9
COc1ccc2cc(C#N)c(Cl)nc2c1,-6,98,-3,-1,0,0,-2,-6,106,99,-30
N=C1SCC(=O)N1c1ncc(Cc2ccccc2Cl)s1,-5,100,0,0,0,0,-17,-1,96,96,-35
COC(=O)c1nn(-c2ccccc2)c(Sc2ccc(Cl)cc2)c1/C=N/O,0,97,0,0,0,1,27,-1,99,100,4
O=[N+]([O-])c1ccc(Cl)c(/C=N/n2c(-c3ccncc3)n[nH]c2=S)c1,x,99,x,x,x,x,35,x,u,96,-59

# Carrying on:
SMILES,Bim-Bfl-1,RGS8-Gao reg,Bcl-XL Bim block,Mcl-1 Bim block,Bcl-2 Bim block,Bim-Bcl-W,Mcl1-Noxa inh,Bim-Bcl-B,RGS7-Gao reg,RGS4-Gao reg,Mcl1-Bid inh
CC(C)Cn1c(N)c(C(=O)COC(=O)c2ccncc2)c(=O)n(C)c1=O,0,102,-2,-1,0,-2,10,-3,105,104,0
COc1ccc(N2CCN(C(=O)c3ccccc3Br)CC2)c([N+](=O)[O-])c1,-6,101,-6,-3,-3,-3,5,-3,u,99,-24
CCCn1c(-c2ccc[nH]c2=O)nc2ccccc21,-5,100,-3,5,2,-1,-8,0,102,101,-22
Cc1sc2ncn3ncnc3c2c1C,-12,94,3,-1,-5,0,8,-8,89,90,8
C/C(=N\NC(=O)Cc1cccn1C)c1cccs1,-2,30*,-6,-3,-4,-4,12,-3,31*,34*,-20
O=C(NCc1ccco1)c1cc(-c2ccccn2)nc2ccccc12,0,105,-6,-3,-7,-5,-5,0,103,102,-22
CCOc1ccccc1N(C(=O)c1snc(C(N)=O)c1N)C(C(=O)NCCC(C)C)c1ccco1 (centres undefined),0,102,-1,-1,-4,-3,9,1,103,105,-15
Cc1ccc(C(=O)N2CCN(c3ncnc4c(C)csc34)CC2)cc1,x,98,x,x,x,x,-21,x,u,96,1
Cc1c(Nc2nc3ccccc3nc2NS(=O)(=O)c2cccc(Cl)c2)c(=O)n(-c2ccccc2)n1C,0,98,-3,0,1,0,24,4,99,101,0
Cc1sc2nc(C(C)C)nc(SCC(=O)NCc3ccco3)c2c1C,-6,97,-22,-2,-5,0,24,-18,99,90,-23
Cn1c(C(=O)N2CCCC(C(=O)NCCN3CCOCC3)C2)cc2sccc21 (centres undefined),-12,99,-2,0,-6,4,3,-5,98,98,-8
Cc1sc(N/N=C/C=C/c2ccccc2)nc1-c1ccccc1,-2,101,-8,-3,-2,-1,2,-3,99,97,-137
COc1ccc(C2C(C(=O)N3CCN(c4ccc(OC)cc4)CC3)c3ccccc3C(=O)N2C)cc1 (centres undefined),-13,102,10,0,-8,4,12,-8,104,103,-17
COc1cc(/C=N/Nc2ccc3ccccc3c2)ccc1OC(=O)c1ccco1,1,101,-2,-2,-4,0,25,-1,98,101,-21
Cc1ccc(C(=O)/C=C/c2ccc(-c3ccc(C)cc3)o2)cc1,14,94,19,9,22,26,33,1,102,98,-22
Cc1cc(NC(=O)CSc2nnc(C)n2-c2ccccc2)no1,-5,104,-1,-1,-3,0,0,-5,103,99,-3
CC(=O)n1cc([C@H]2C=C(C(=O)NCc3ccccc3)O[C@@H](OCCCCO)C2)c2ccccc21,0,102,-1,0,-5,-1,2,-3,97,101,-3
CCN(CC)CC(=O)Nc1c(C)cccc1C,2&0,99&97,-4&-1,0&1,0&3,2&-1,20&14,-4&-4,96&97,95&96,-9&14
CSC1=NCCN1C(=O)c1ccc(Br)o1,-6,101,-7,-5,-10,-1,4,-4,96,100,-14
COc1cc(C(=O)Nc2ccccc2N2CCN(S(C)(=O)=O)CC2)cc(OC)c1OC,-18,101,-8,-4,-14,-1,8,-7,99,100,-5
Cc1ccc(-c2csc3ncn(-n4c(C)ccc4C)c(=O)c23)o1,2,104,0,-3,0,2,15,3,100,103,-6
COc1ccc(Cn2nnnc2CN(Cc2cc3ccc(C)cc3[nH]c2=O)C2CCCC2)cc1,-5,100,-1,2,-2,0,1,0,100,97,-13
Cc1ccc(C)c(OCC(=O)Nc2nc3ccc([N+](=O)[O-])cc3s2)c1C,-14,99,-4,3,-4,4,28,-2,100,101,-30
Cc1nnc(SCCn2c(Br)nc3c2c(=O)n(C)c(=O)n3C)s1,-2,100,-3,-2,-4,-3,8,-1,102,102,-8
O=C(CCN1C(=O)/C(=C\c2ccccc2)SC1=S)NNC(=O)c1ccncc1,x,97,x,x,x,x,2,x,u,96,-3

# An excerpt from above in order of their number in RGS7-Gao reg, low to high.
SMILES,Bim-Bfl-1,RGS8-Gao reg,Bcl-XL Bim block,Mcl-1 Bim block,Bcl-2 Bim block,Bim-Bcl-W,Mcl1-Noxa inh,Bim-Bcl-B,RGS7-Gao reg,RGS4-Gao reg,Mcl1-Bid inh
COc1cc(C(=O)Nc2ccccc2N2CCN(S(C)(=O)=O)CC2)cc(OC)c1OC,-18,101,-8,-4,-14,-1,8,-7,99,100,-5
Cc1ccc(-c2csc3ncn(-n4c(C)ccc4C)c(=O)c23)o1,2,104,0,-3,0,2,15,3,100,103,-6
CCCn1c(-c2ccc[nH]c2=O)nc2ccccc21,-5,100,-3,5,2,-1,-8,0,102,101,-22
O=C(NCc1ccco1)c1cc(-c2ccccn2)nc2ccccc12,0,105,-6,-3,-7,-5,-5,0,103,102,-22
COc1ccc(C2C(C(=O)N3CCN(c4ccc(OC)cc4)CC3)c3ccccc3C(=O)N2C)cc1 (centres undefined),-13,102,10,0,-8,4,12,-8,104,103,-17

# Additional compounds follow:
SMILES,Bim-Bfl-1,RGS8-Gao reg,Bcl-XL Bim block,Mcl-1 Bim block,Bcl-2 Bim block,Bim-Bcl-W,Mcl1-Noxa inh,Bim-Bcl-B,RGS7-Gao reg,RGS4-Gao reg,Mcl1-Bid inh
Cc1ccccc1C(=O)Nc1cccc(-c2ccc3nncn3n2)c1,-5,103,3,3,0,2,4,0,105,105,-5
Cc1ccc(-n2c(SCc3nc4ccccc4[nH]3)nnc2-c2ccncc2)cc1,-8,104,-6,-2,0,-6,22,-6,101,105,15
Cc1ccc2c(COC(=O)CNC(=O)c3ccccc3)cc(=O)oc2c1,-2,103,-5,-5,-5,-3,20,-8,99,98,-3
CCOC(=O)C1=C(c2ccccc2)NC(=O)NC1c1cc(Br)c(O)c(OC)c1 (centres undefined),0,101,-3,-2,-3,-2,19,-18,u,101,-52
C/C(Cn1nnc2ccccc21)=N\NC(=O)c1ccc(Br)cc1,-5,99,-2,-1,-3,-2,8,-4,96,97,-3
C=C(C)C1CC=C(C)/C(=N/NC(=O)c2ccccc2[N+](=O)[O-])C1 (centres undefined),-6,103,0,-1,-3,0,-4,-6,104,103,-28

# Source: PubChem BioAssay

# Compounds were not picked by outcome; overall some 2.7% were active at least once.
